# MITF inh = human MITF inhibition, primary screen; O75030; AlphaScreen MITF homodimerization, bead proximity signal; inhibition, % at 2.6 µM; 0.91% of 650,000 active; AID 1259374; in the data active = inhibition above about 50%;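 also: 0% = vehicle wells with protein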
# Target sequence (O75030 whole entry, looked up): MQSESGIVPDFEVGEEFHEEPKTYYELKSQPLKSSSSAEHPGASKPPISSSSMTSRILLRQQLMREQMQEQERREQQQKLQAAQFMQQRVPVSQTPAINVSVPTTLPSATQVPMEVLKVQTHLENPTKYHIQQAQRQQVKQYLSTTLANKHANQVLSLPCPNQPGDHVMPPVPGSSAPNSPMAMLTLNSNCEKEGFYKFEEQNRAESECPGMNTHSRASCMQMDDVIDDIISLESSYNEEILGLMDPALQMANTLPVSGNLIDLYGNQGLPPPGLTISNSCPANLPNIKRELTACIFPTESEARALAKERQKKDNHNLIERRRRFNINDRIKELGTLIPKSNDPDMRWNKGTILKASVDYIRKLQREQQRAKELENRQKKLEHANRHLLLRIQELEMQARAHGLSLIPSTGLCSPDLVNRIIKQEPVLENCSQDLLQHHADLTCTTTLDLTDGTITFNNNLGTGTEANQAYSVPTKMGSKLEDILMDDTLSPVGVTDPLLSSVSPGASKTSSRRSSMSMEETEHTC
# FBW7 activator = activators of human E3 ligase FBW7. AlphaScreen FBW7–phospho-cyclin E peptide binding, activator screen. normalized activity (activation), % at 26.1 µM. 0.13% of 650,000 active; in the data active = normalized activity above about 1.9%;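 also: purified mutant Fbw7 with reduced substrate affinity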
# TEAD-YAP inh = TEAD-YAP interaction inhibition | HEK-TIYL cells, TEAD-Gal4/YAP UAS-luciferase luminescence | 1.4% of 640,000 active | inhibition, % at 9.12 µM; in the data active = inhibition above about 32%;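 also: 0% = median of test compound wells and 100% = reference inhibitor wells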
# GPR151 ag = human GPR151 activation; activation, % at 11.2 µM; 1% of 650,000 active; PathHunter beta-arrestin GPR151 cells, luminescence; in the data active = activation above about 4.9%;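 also: 0% = median of compound wells and 100% = cells with positive control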
# Target sequence (Q8TDV0 whole entry, looked up): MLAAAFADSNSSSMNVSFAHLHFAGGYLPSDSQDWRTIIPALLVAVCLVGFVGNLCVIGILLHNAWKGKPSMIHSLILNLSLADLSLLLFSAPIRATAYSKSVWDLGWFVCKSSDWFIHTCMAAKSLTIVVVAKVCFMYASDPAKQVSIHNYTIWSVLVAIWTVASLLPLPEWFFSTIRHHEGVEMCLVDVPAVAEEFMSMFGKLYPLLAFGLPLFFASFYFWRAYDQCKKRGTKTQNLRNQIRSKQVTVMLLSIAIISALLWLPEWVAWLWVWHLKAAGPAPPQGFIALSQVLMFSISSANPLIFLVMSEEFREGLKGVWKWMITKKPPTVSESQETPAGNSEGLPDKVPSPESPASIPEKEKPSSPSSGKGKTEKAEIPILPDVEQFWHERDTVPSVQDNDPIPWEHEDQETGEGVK
# * hit, by the source's call; & = joins results of further samples.
Compound	MITF inh	FBW7 activator	TEAD-YAP inh	GPR151 ag
CC1(C)CC(=O)C(C=Nc2cccc(NC3=C(C#N)C(=O)CC(C)(C)C3)c2)=C(O)C1	8	0.1	4	-0.2
COc1oc(-c2ccc(C)cc2)nc1C(F)(F)F	10	1.5	14	-0.8
C[C@H](CCC(=O)O)[C@H]1CC[C@H]2[C@@H]3C(=O)C[C@@H]4CC(=O)CC[C@]4(C)[C@H]3CC(=O)[C@]12C	-4&-2	-0.2&-0.1	-1	3.4&1.6
CC(C)CCNC(=O)C1CCC(=O)N1CCc1ccccc1 (centres undefined)	0	-0.1	-11	-1.0
O=C(N/N=C/c1cccc(Cl)c1)c1[nH]ncc1Br	-4	-0.1	10	-8.1
Cc1cc(C)c2nc(NS(=O)(=O)c3ccc([N+](=O)[O-])cc3)sc2c1	10	0.0	-3	0.7
Cc1ccc(C)c(-n2c(CNC(=O)c3ccccc3)nnc2SCC(=O)N2N=C(c3cccs3)CC2c2ccc(F)cc2)c1 (centres undefined)	-12	-0.1	9	-0.4
O=C(NCCOc1ccccc1)c1cccc(N2CCN(Cc3ccc4c(c3)OCO4)CC2)n1	8	-0.3	12	-0.9
COc1ccc(CN2CCC(CNC(=O)C3CCCN(c4nccc(C)n4)C3)CC2)cc1 (centres undefined)	-3	-0.2	-1	0.7
COc1cccc(CN2CCN(CCCOc3cccc(C#N)c3)CCC2=O)c1	10	-0.1	11	-1.3
Cc1ccc(N(CC(=O)Nc2ccc(Cl)cc2C)S(C)(=O)=O)cc1	6	-0.1	-1	-0.8
O=C(CCSc1ccc(F)cc1)Nc1nnc(-c2ccc(F)cc2)o1	11	-0.1	13	-0.3
CCOC(=O)c1c(-c2ccccc2)csc1NC(=O)CSc1nc(C)cc(C)n1	15	0.0	13	-1.0
Cc1cc(Cl)ccc1NCC(=O)N/N=C/c1ccccc1F	12	0.0	-4	0.1
CCOc1ccc(C(=O)NCc2cccnc2)cc1Br	8	-0.1	19	1.4
COc1cccc(CNCc2ccc3c(c2)OCO3)c1OC	49	0.5	-16	-1.1
Cc1ccc(-n2nc3c(c2NC(=O)C24CC5CC(CC(C5)C2)C4)CSC3)cc1	7	0.1	4	-0.6
COC(=O)C(Cc1ccc(O)cc1)NC(=O)C(CC(C)C)NC(=O)OCc1ccccc1 (centres undefined)	-8	0.0	2	1.2
COc1ccc(C(=O)c2oc3ccccc3c2NC(=O)COc2ccccc2OC)cc1	-5	-0.1	2	-1.1
O=C(O)c1ccc(NC(=O)c2ccc(F)c(S(=O)(=O)Nc3ccc(C(=O)O)cc3)c2)cc1	2	0.0	10	0.6
O=C(NC1CC1)c1cnc(N2CCCC2CO)s1 (centres undefined)	4	-0.1	-2	-1.9
O=C(NCCc1ccc(O)cc1)c1ccc2nc(N3CCC(N4CCOCC4)CC3)sc2c1	-3	-0.1	-4	1.8
CC(=O)/C(C=Nc1cc(C(F)(F)F)ccc1Cl)=C(\C)O	3	0.0	7	-0.3
Cn1cnn(CN2CCN(c3ncccn3)CC2)c1=S	8	0.0	3	3.7
CCc1ccc(NC2C=CS(=O)(=O)C2)cc1 (centres undefined)	-1	0.1	21	0.5

# Rewritten with each value named: four of the compounds above.
Cc1cc(C)c2nc(NS(=O)(=O)c3ccc([N+](=O)[O-])cc3)sc2c1
  MITF inh: 10
  FBW7 activator: 0.0
  TEAD-YAP inh: -3
  GPR151 ag: 0.7

Cc1ccc(C)c(-n2c(CNC(=O)c3ccccc3)nnc2SCC(=O)N2N=C(c3cccs3)CC2c2ccc(F)cc2)c1 (centres undefined)
  MITF inh: -12
  FBW7 activator: -0.1
  TEAD-YAP inh: 9
  GPR151 ag: -0.4

O=C(NCCOc1ccccc1)c1cccc(N2CCN(Cc3ccc4c(c3)OCO4)CC2)n1
  MITF inh: 8
  FBW7 activator: -0.3
  TEAD-YAP inh: 12
  GPR151 ag: -0.9

COc1ccc(CN2CCC(CNC(=O)C3CCCN(c4nccc(C)n4)C3)CC2)cc1 (centres undefined)
  MITF inh: -3
  FBW7 activator: -0.2
  TEAD-YAP inh: -1
  GPR151 ag: 0.7

# (more compounds)
Compound	MITF inh	FBW7 activator	TEAD-YAP inh	GPR151 ag
NC1=CCCN1CC(=O)c1ccc(Br)cc1	-5	0.0	-42	-0.3
COc1ccc2c(Cl)c(C(=O)NC3CCS(=O)(=O)C3)sc2c1 (centres undefined)	-15	0.0	-26	0.6
Cc1ccc(O)c(NC(=O)c2ccc3c(c2)C(=O)N(CC(C)C)C3=O)c1	-4	0.0	-35	-1.2
Cc1nn(C)cc1COC(=O)c1c(Cl)cnn1C	5	-0.1	12	-0.3
Cc1ccc(S(=O)(=O)NCC(=O)OCC(=O)c2cc(C)n(-c3ccccc3)c2C)cc1	-5	-0.1	-9	1.2
CN(C)C(=O)CSc1nnc2c3ccccc3nc(C(C)(C)C)n12	4	0.1	-3	1.0
COC(=O)c1ccc2[nH]c(C)cc(=O)c2c1	7	0.0	12	0.5
COCCNC(=O)C1=C(C)C(=O)OC12CCC(C)CC2 (centres undefined)	9	0.6	9	-0.7
CCNc1cc(=O)c2s[nH]c(=O)c2[nH]1	-7	-0.5	2	-0.4
Cc1ccc(-n2cc(-c3ccccc3)nc2SCC(=O)Nc2ccc(Cl)cc2)cc1	24	0.8	-30	-0.1
CCC(Sc1nnc2c3ccccc3n(CC)c2n1)C(=O)Nc1nnc(C)s1 (centres undefined)	-8	0.2	-5	2.1
Cc1cc(I)ccc1S(=O)(=O)NCc1ccccn1	-7	-0.1	8	-0.9
Cc1cc(-c2nnc(CCC(=O)NCCc3ccccc3F)o2)no1	2	0.0	7	-0.3
CC(C)C(=O)N1CCN(c2ccc(NC(=O)c3cncc(Br)c3)cc2)CC1	-9	-0.1	6	-0.8
COCCCNC(=O)CCNS(=O)(=O)c1ccc(Cl)cc1	3	0.1	-6	1.8
N#Cc1cnc(SCc2cc(=O)n3ccccc3n2)nc1N	3	16*	-9	-0.1
CCOc1ccc(N(C)S(=O)(=O)c2ccc3[nH]cc(C(=O)N4CCCCCC4)c(=O)c3c2)cc1	1	-0.2	10	3.9
N#Cc1ccc(CNC(=O)Nc2ccc(OCc3ccccc3)cc2)cc1	-2	-0.2	2	0.1
COc1ccc(CC(=O)N(c2ccc(OC)cc2OC)C2C=CS(=O)(=O)C2)cc1 (centres undefined)	-4	-0.1	-3	-0.9
COc1cc(Cl)cc(/C=N\NC(=O)c2ccc3c(c2)OCO3)c1O	10	-2.7	74*	-0.3
CC(=O)NCCc1nc2ccccc2n1Cc1ccc(C)cc1	19	0.3	6	-0.1
O=[N+]([O-])c1cccc(S(=O)(=O)Nc2ccc(Cl)cn2)c1	20	-0.3	-2	-2.0
O=C(O)CC1S/C(=N/N=C/C=C/c2ccccc2)NC1=O (centres undefined)	-9	-0.1	5	-2.1
C/C(=N\NC(=O)c1cc(-c2ccc(CC(C)C)cc2)n[nH]1)c1ccncc1	0	0.0	67*	-0.8
Cc1ccc2[nH]c(=O)c(CN(CC3COCCO3)C(=O)Nc3cccc(Cl)c3)cc2c1 (centres undefined)	6	0.2	-1	0.1

# As entered above.
# Cc1cc(Cl)ccc1NCC(=O)N/N=C/c1ccccc1F @ GPR151 ag = 0.1
# O=C(O)CC1S/C(=N/N=C/C=C/c2ccccc2)NC1=O (centres undefined) @ GPR151 ag = -2.1
# Cc1ccc(-n2nc3c(c2NC(=O)C24CC5CC(CC(C5)C2)C4)CSC3)cc1 @ MITF inh = 7
# CCOc1ccc(N(C)S(=O)(=O)c2ccc3[nH]cc(C(=O)N4CCCCCC4)c(=O)c3c2)cc1 @ GPR151 ag = 3.9
# COC(=O)C(Cc1ccc(O)cc1)NC(=O)C(CC(C)C)NC(=O)OCc1ccccc1 (centres undefined) @ FBW7 activator = 0.0

# Next compounds.
Compound	MITF inh	FBW7 activator	TEAD-YAP inh	GPR151 ag
COc1ccc2nc(N3CCCC3=O)sc2c1	9	0.1	-35	-4.5
Cc1ccccc1OCC(=O)NC1CCCCCC1	-12	0.2	-41	-0.6
CCN(CC)c1ccc(/C=N/NC(=O)Cn2cnc3c(=O)n(C)c(=O)n(C)c32)cc1	6	0.1	6	-0.7
CC(C)Nc1cc(N2CCCC2)ccc1[N+](=O)[O-]	1	0.2	0	0.3
COc1ccccc1NC(=O)N1CCC2(CC1)OCc1cccc(OC)c1O2	7	0.3	-1	0.5
CCOc1ccccc1Nc1nnc(SCC(C)C)s1	10	0.3	-16	-1.6
N#Cc1ccc(NC(=O)COC(=O)C2CC2)cc1	-4	0.0	4	-0.1
NC(=O)c1ccc(NS(=O)(=O)c2cc(C(=O)O)ccc2Br)cc1	4	-0.2	-6	0.9
CCOc1ccc(CNC(=O)CN2C(=O)C(CC)Sc3ccccc32)cc1OC (centres undefined)	51*	0.1	9	0.4
O=C(CNC(=O)C1CCCCC1)NNC(=O)Cc1c[nH]c2ccccc12	0	0.1	2	1.1
OCCC1CN(Cc2ccc3nsnc3c2)CCN1CCCc1ccccc1 (centres undefined)	9	0.2	-6	3.1
Clc1ccc(Oc2cnccn2)c2ccccc12	-1	0.0	-13	-0.1
N#Cc1c(-c2ccc(F)cc2)cc(-c2cccs2)nc1SCc1cccc(Br)c1	-2	0.0	-5	1.7
CN(C(=O)C1CCN(S(=O)(=O)c2ccc3c(c2)oc(=O)n3C)CC1)C1CCCCC1	-5	-0.2	2	0.5
CCCNC(=O)c1cncc(-c2ccc(OC)nc2)c1	6	0.0	-1	2.2
CCCNC(=O)N1CCCC(N2CCN(Cc3ccc4c(c3)OCO4)CC2)C1 (centres undefined)	13	0.0	9	-0.7
CC(=O)Nc1ccc(CN2CCC(n3nccc3NC(=O)C3CC3)CC2)cc1	-6	-0.1	-7	1.7
NC(C(=O)N1CCN(c2ccc3[nH]ncc3c2)CC1)c1ccc(Br)cc1 (centres undefined)	15	0.2	-7	-0.3
COc1cccc(C(=O)NNC(=O)CCCOc2ccc(Cl)cc2Cl)c1	30	1.6	10	0.4
CCOc1ccccc1N(CC(=O)OC)S(=O)(=O)c1ccccc1	6	-0.1	1	-1.0
COc1cccc(N(CC(=O)NCc2ccccn2)S(C)(=O)=O)c1	8	-0.1	-2	-0.4
CC(=O)N1CN(Cc2ccco2)Cc2c1sc1c2CCCC1	12	0.2	-4	-1.5
COc1ccccc1NC(=O)c1ccc(Cl)c(S(=O)(=O)N2CCOCC2)c1	22	0.2	2	-1.1
CCOC(=O)COc1ccc2c(=O)c(-c3cnn(-c4ccccc4)c3)c(C)oc2c1	22	0.6	4	0.2
Cc1cc(=O)n2nc(N(C)CC(=O)NCc3cccc(Br)c3)sc2n1	0	-0.1	3	3.3
COc1cc(C2NC(=O)N(C)C(C)=C2C(=O)OCCc2ccccc2)ccc1O (centres undefined)	-4	0.0	-11	0.1
O=C1Nc2ccccc2C(=O)N2CCC[C@@H]12	1	0.0	-3	-0.6
COc1ccc(-c2cc(N3CCN(C(=O)C(C)C)CC3)ncn2)cc1	-3	0.1	2	-0.5
CC(=O)Nc1c(C)ccc(NC(=O)c2cc(F)c(F)cc2Cl)c1C	4	-0.1	0	-0.3
Cn1c(CNC(=O)c2ccccc2)nnc1SCC(=O)N1N=C(c2cccs2)CC1c1ccc(F)cc1 (centres undefined)	5	-0.1	13	1.8
CCOC(=O)c1cc(-c2ccccc2)sc1NC(=O)CSc1nc2sc3c(c2c(=O)n1-c1ccccc1)CCCC3	6	0.6	-9	-0.5
CCCN(c1ccc(C(C)C)cc1)S(=O)(=O)c1cccc2nonc12	-1	-0.3	16	0.0
C=CCn1c(SCC(=O)Nc2ccc(S(N)(=O)=O)cc2)nnc1-c1cccs1	1	-0.2	7	-0.3
COc1ccccc1CNC(=O)c1ccccc1N	2	0.1	8	-0.5
CC(=O)Nc1cc[n+](C(C)C(=O)c2ccc(Br)cc2)cc1 (centres undefined)	-2	0.2	-1	0.7
COc1cccc(CN2CCC(=O)N(Cc3ccccc3OC(F)F)CC2)c1	-1	0.1	-7	-2.0
CCc1ccccc1NC(=O)CC(C)S(=O)(=O)c1cc2c(cc1C)NC(=O)CO2 (centres undefined)	4	0.0	-1	0.0
CCCCNC(=O)C1(c2ccccc2)COc2ccccc21 (centres undefined)	7	-0.1	2	-1.9
O=S(=O)(c1ccc(F)cc1F)N1c2cccc3cccc(c23)S1(=O)=O	10	-0.1	5	-0.3
COc1cccc(/C=N/NC(=O)COc2ccc(Br)cc2[N+](=O)[O-])c1O	13	0.6	1	1.3
Fc1ccc(CON/C=N/c2ncc3c(n2)-c2ccccc2OC3)cc1	7	-0.2	1	4.2
COc1nsc(S(C)(=O)=O)c1C#N	15	0.1	-11	-1.9
CCCCN(CC)C(=O)CSc1nc2ccsc2c(=O)n1CC1CCC(C(=O)O)CC1 (centres undefined)	5	1.2	4	0.7
CC(NC(=O)c1ccc(OC(F)(F)F)cc1)c1ccc(S(N)(=O)=O)cc1 (centres undefined)	5	-0.1	-3	0.3
COc1ccc(-c2cc(C(F)(F)F)nc(-n3cncn3)n2)cc1	6	0.1	13	-0.7
Cc1sc(NC(=O)CSc2nnnn2-c2ccccc2)nc1-c1ccccc1	5	-0.1	9	0.2
CCOc1ccc2nc(N3CCCN(Cc4nc5ccc(F)cc5[nH]4)CC3)nc(C)c2c1	10	-0.1	8	-0.2
Cc1ccc2c(c1)nnn2C1CCN(CC(=O)Nc2ccc(F)cc2)CC1	21	0.2	0	2.2
Cc1noc(C)c1COC(=O)Cc1ccc(Br)cc1	6	-0.1	-3	0.0
c1ccc(Nc2ccc3c(-c4ccccc4)n[nH]c3c2)cc1	1	-0.3	-40	2.4
CC(=O)Nc1ccc(NC(=S)NC(=O)c2ccco2)cc1	8	-0.1	-18	-2.0

# Screening data: PubChem, The Scripps Research Institute Molecular Screening Center
